Mm-Cpn inhibitor: Inhibitors of TCP-1 ring complex (TRiC) of Methanococcus maripaludis (MmCpn): qHTS; Chaperonin Mm-Cpn (Methanococcus maripaludis); purified Mm-Cpn ATPase, ADP Transcreener TR-FRET; Potency, µM (series often up to 76.9 µM), for the others: at the top dose activity, negative = inhibition, actives largely listed as inhibitors; 330,000 tested, 0.031% active; AID 504842, 2011; further: potency means the concentration at half of the fitted maximal effect; on the % scale 0 is the no-effect control and ±100 the full control effect; nearly all actives have a fitted effect of over 80% in size
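Purified archaeal Mm-CPN (25nM final) preincubated 10 min at 37degC with compound, then 10uM ATP for 30 min at 37degC; ADP measured by HTRF Transcreener TR-FRET; buffer 30 mM TRIS pH 7.4, 100mM KCl, 5mM MgCl2, 1mM DTT.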
EPAC2 antag: qHTS for Antagonist of cAMP-regulated guanine nucleotide exchange factor 2 (EPAC2): primary screen; EPAC2 GEF exchange of Rap1B-BODIPY-GDP, fluorescence; AID 720708, 2013; 360,000 tested, 0.18% active; Rap guanine nucleotide exchange factor 4 (Homo sapiens), Q8WZA2; Potency, µM (titrated, usually from 114 µM), for inactives: at the top dose activity, negative = inhibition, most hits filed as inhibitors; further: potency means the concentration at half of the fitted maximal effect; on the % scale 0 is the no-effect control and ±100 the full control effect; nearly all actives have a fitted effect of over 45% in size; many of its hits are not listed in these tables
EPAC2 agonist: qHTS for Agonist of cAMP-regulated guanine nucleotide exchange factor 4 (EPAC2): primary screen | Rap guanine nucleotide exchange factor 4 (Homo sapiens), Q8WZA2 | EPAC2 activation, biochemical qHTS; response scale: 100% = 6.5 mM cAMP response | Potency, µM (highest dose often 154 µM), without a hit: at the highest dose activation, hits mostly activators | 360,000 tested, 0.079% active; further: potency means the concentration at half of the fitted maximal effect; nearly all actives have a fitted effect of over 50% in size
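EPAC2 (100 nM) mixed with Rap1B loaded with BODIPY-GDP (250 nM) plus 50 uM unlabeled GDP; compounds pinned in, 5 min RT, then read every 5 min for 30 min (ex 480, em 540 nm). Normalized to cAMP control.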
CCT modulator: High-Throughput Screening for Modulators of Cytosolic Chaperonin Activity. activity change, % (concentration not given with the values), hits read low. AID 651819, 2012. purified chaperonin ATPase assay, HTRF ADP detection, 30 min. 360,000 tested, 0.3% active; in the data active means activity change below about -30%; further: on the % scale 0 is the no-effect control and ±100 the full control effect
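ATPase activity: ADP formed was measured by HTRF Transcreener (665/615 nm ratio) after 30 min at 37 deg C with 10 uM ATP. Compounds screened at one 76 uM concentration against 40 or 20 nM TRiC in Tris pH 7.4/KCl/MgCl2/DTT buffer.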
PTHR1 ag: qHTS for PTHR1 Agonists: Primary Screen | Potency, µM (top dose mostly 115 µM), for inactives: at the highest dose activation, most hits filed as activators | AID 743266, 2014 | 410,000 tested, 0.075% active | HEK293 GP2 PTHR1 cells, GloSensor cAMP luminescence, 1 h | Parathyroid hormone/parathyroid hormone-related peptide receptor (Homo sapiens), Q03431; further: potency means the concentration at half of the fitted maximal effect; nearly all actives have a fitted effect of over 55% in size; some results filed as inactive show a strong effect at the top dose; inactives centre near -15; many of its hits are not listed in these tables
Target sequence (Q03431 whole entry, looked up): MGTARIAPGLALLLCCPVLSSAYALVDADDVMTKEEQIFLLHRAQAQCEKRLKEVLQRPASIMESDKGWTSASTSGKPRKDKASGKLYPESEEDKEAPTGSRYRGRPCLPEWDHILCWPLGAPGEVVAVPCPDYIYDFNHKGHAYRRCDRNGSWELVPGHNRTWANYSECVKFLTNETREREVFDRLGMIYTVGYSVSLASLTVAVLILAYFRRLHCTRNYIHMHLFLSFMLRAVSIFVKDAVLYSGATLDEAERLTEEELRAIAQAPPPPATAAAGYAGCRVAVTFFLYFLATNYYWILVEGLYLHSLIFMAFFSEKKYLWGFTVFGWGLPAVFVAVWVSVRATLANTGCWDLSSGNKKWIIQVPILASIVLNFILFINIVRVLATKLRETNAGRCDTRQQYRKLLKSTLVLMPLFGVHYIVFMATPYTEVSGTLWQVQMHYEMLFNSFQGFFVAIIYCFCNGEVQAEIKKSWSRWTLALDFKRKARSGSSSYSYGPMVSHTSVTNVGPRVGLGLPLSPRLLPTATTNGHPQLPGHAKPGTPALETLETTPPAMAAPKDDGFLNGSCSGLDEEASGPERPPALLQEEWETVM
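HEK-293-derived GP2 cells expressing PTHR1 and a GloSensor cAMP reporter, 3,000/well, plated overnight, given luciferin plus IBMX (each 0.5 mM as added) for 1 h at 37 °C, then compound for 1 h at 37 °C. Luminescence was read after 15 min at room temperature.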
DRD3 agonist: qHTS of D3 Dopamine Receptor Agonist: qHTS. D(3) dopamine receptor (Homo sapiens), P35462. D3R DiscoveRx beta-arrestin cells, luminescence, 90 min. max activation, %. 410,000 tested, 0.58% active; in the data active means max activation above about 30%; further: 0% is about no effect; mostly tested at two doses, the higher about 12 µM
Target sequence (P35462 whole entry, looked up): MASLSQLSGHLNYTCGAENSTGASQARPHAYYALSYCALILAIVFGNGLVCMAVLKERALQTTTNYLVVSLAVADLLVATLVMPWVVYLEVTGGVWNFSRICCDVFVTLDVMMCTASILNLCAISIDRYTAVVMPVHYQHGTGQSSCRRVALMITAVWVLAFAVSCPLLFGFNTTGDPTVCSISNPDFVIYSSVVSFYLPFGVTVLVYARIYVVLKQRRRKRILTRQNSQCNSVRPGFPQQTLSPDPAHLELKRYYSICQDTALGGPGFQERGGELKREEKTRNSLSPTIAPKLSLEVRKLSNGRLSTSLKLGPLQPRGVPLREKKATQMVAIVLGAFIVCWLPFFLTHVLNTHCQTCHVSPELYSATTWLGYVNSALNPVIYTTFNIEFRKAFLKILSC
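Agonist mode: compounds and dopamine controls were applied to plated cells for 90 min at 37 degrees C after an overnight attachment at 1500 cells/well. Luminescent read-out followed 30 - 60 minutes at room temperature with DiscoveRx detection reagent.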
Akt phos inh: HTS Assay for Inhibitors of Akt Phophorylation: Primary Screen | Neuro2A IGF-stimulated pAkt S473 HTRF, 20 min; active compounds read low | activity change, % for hits at 50 µM | AID 651550, 2012 | 360,000 tested, 0.32% active; in the data active means activity change below about -80%; inconclusive means mostly about -51% to -80%; further: on the % scale 0 is the no-effect control and ±100 the full control effect
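Neuro2A cells (4,500/well, DMEM with 0.5% FBS) were treated with compound at a single 50 µM final concentration, stimulated with 6 nM IGF for 20 min at 37 °C, and lysed. Phospho-Akt Ser473 was read by HTRF as 665/615 ratio ×10^4.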
D3 antag: qHTS of D3 Dopamine Receptor Antagonist: qHTS | D3R cells, DiscoveRx beta-arrestin luminescence, antagonist mode; active compounds read low | max response, negative = inhibition, % | 360,000 tested, 2.5% active; in the data active means max response below about -50%; inconclusive means no clear call, values can overlap the other calls; further: on the % scale 0 is the no-effect control and ±100 the full control effect; mostly tested at two doses, the higher about 12 µM
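Cells plated overnight at 1500 cells/well, then exposed to library compounds with dopamine controls for 90 minutes at 37 degrees C. DiscoveRx reagent added for 30–60 minutes at room temperature; luminescence read, quantitative HTS format.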
* marks the source's active call; other numbers are inactive results; i = inactive; ? = inconclusive; · = no result given; & = joins results of further samples; [ ] = dose if it differs, or a comment. Unless noted, the call rests on the fitted dose curve; in most records, active means well fitted curve in the direction sought with a large enough effect; inconclusive means small, poorly fitted or top-dose-only effect, or another doubt; inactive means no such curve, though single readings can be large; an effect the other way counts as inactive or inconclusive. This is a subset (hit frequency here may not be typical).

structure | Mm-Cpn inhibitor | EPAC2 antag | EPAC2 agonist | CCT modulator | PTHR1 ag | DRD3 agonist | Akt phos inh | D3 antag
O=C1CSC(=Nc2ccccc2[N+](=O)[O-])N1 | 0% | 3% | 3% | 0.4 | -21% | -5 | i | -22
Cc1ccc2cccc(NS(=O)(=O)c3ccccc3)c2n1 | -2% | -2% | 2% | -1.2 | -10% | -9 | i | ?
C=CCn1c(SCC(=O)Nc2ncc(Cc3cc(C(F)(F)F)ccc3Cl)s2)nnc1-c1ccncc1 | -1% | -3% | 2% | -0.6 | i | 5 | i | 6
Cc1c(NC(=O)C(c2ccccc2)c2ccccc2)cccc1C(=O)O | -1% | -6% | 9% | -1.0 | 1% | 4 | i | -7
CCOC(=O)c1c(-c2ccccc2)c(C(C)=O)c(=O)n(C)c1C | 0% | -6% | 12% | -1.1 | -15% | 1 | i | 4
CCn1c(SCC(=O)Nc2cc(C)nn2-c2ccccc2)nnc1-c1cccs1 | 1% | 7% | 2% | -0.6 | i | 2 | i | 11
Cc1ccc2c(c1)sc(C)[n+]2CCCS(=O)(=O)[O-] | 0% | -5% | 5% | -5.0 | -2% | -22 | i | -86*
O=C(NCCOc1ccccc1)C1CCC(=O)N(C2CCCCCC2)C1 (centres undefined) | 1% | 13% | 13% | -0.7 | -23% | 5 | i | 10
C/C(=N\NC(=S)NC1CCCCC1)c1cccs1 | 2% | -3% | 18% | -0.8 | -40%[inhibitor] | 5 | i | 3
COc1ccc2c3c([nH]c2c1)[C@H]1C[C@H]2[C@H](C[C@@H](O)[C@H](OC)[C@H]2C(=O)O)CN1CC3 | 0% | 16% | 7% | -1.7 | -2% | 2 | i | -2
O=C(Nn1c(=O)[nH]c2ccsc2c1=O)c1ccccc1 | 0% | -7% | 5% | -2.5 | i | -8 | i | -3
CN(C)S(=O)(=O)c1ccc(NC(=O)COC(=O)CC2CC3CCC2C3)cc1 (centres undefined) | 1% | -17% | 12% | -4.6 | -2% | 5 | i | -4
CCc1cc(C(=O)Nc2cc(S(=O)(=O)N(C)C)ccc2C)sc1C | -2% | -9% | 10% | 0.9 | i | 2 | i | -4
Oc1ccccc1C=NN1CCCCCC1 | · | 6% | 8% | 1.1 | -30% | 3 | i | -6
Oc1ccccc1CNc1nccs1 | -1% | 1% | 4% | -3.7 | i | -6 | i | -15

Exported as labelled records: entries from further up.
> CCn1c(SCC(=O)Nc2cc(C)nn2-c2ccccc2)nnc1-c1cccs1
  Mm-Cpn inhibitor: 1%	EPAC2 antag: 7%	EPAC2 agonist: 2%	CCT modulator: -0.6	PTHR1 ag: i	DRD3 agonist: 2	Akt phos inh: i	D3 antag: 11
> O=C(NCCOc1ccccc1)C1CCC(=O)N(C2CCCCCC2)C1 (centres undefined)
  Mm-Cpn inhibitor: 1%	EPAC2 antag: 13%	EPAC2 agonist: 13%	CCT modulator: -0.7	PTHR1 ag: -23%	DRD3 agonist: 5	Akt phos inh: i	D3 antag: 10
> COc1ccc2c3c([nH]c2c1)[C@H]1C[C@H]2[C@H](C[C@@H](O)[C@H](OC)[C@H]2C(=O)O)CN1CC3
  Mm-Cpn inhibitor: 0%	EPAC2 antag: 16%	EPAC2 agonist: 7%	CCT modulator: -1.7	PTHR1 ag: -2%	DRD3 agonist: 2	Akt phos inh: i	D3 antag: -2

The list continues.
structure | Mm-Cpn inhibitor | EPAC2 antag | EPAC2 agonist | CCT modulator | PTHR1 ag | DRD3 agonist | Akt phos inh | D3 antag
O=C(N/N=C/c1ccco1)c1cc(-c2cccs2)[nH]n1 | 0% | 2% | 7% | -6.1 | i | 1 | i | 0
CC(C)Cc1ccc(S(=O)(=O)N2CCCC2)cc1 | 0% | -8% | 7% | 0.6 | -21% | 14 | i | -29
CC(C)COC(=O)N1CCN(S(=O)(=O)c2ccc3c(c2)CCC3)CC1 | 0% | 4% | 0% | -1.8 | -23% | 1 | i | 12
O=[N+]([O-])c1ccccc1S(=O)NCc1c(Cl)cccc1Cl (centres undefined) | · | 3% | 3% | 0.7 | -23% | 1 | i | -15
CC(=O)N(C(C)=O)c1ncc2c([nH]c3ccccc32)c1C#N | 0% | -3% | 4% | -1.1 | 13%[57.5 µM] | 3 | i | -10
CS(=O)c1ccccc1COC(=O)Nc1cccc(Cl)c1 (centres undefined) | 1% | -1% | -1% | -3.7 | -11% | 0 | i | 20
COc1ccccc1NC(=O)CCC(=O)OCc1cccc([N+](=O)[O-])c1 | 1% | 7% | 1% | -1.5 | i | 5 | i | 11
O=C(NCCc1cccc(Cl)c1)c1cccc(-n2cnnn2)c1 | 0% | -5% | 4% | -3.2 | i | -2 | i | 18
COC(=O)c1ccc(CN2CCC(CO)(Cc3ccc(OC)cc3)CC2)cc1 | 0% | 2% | 3% | 2.2 | -21% | -23 | i | -62*
CC(C)OC(=O)CN1C(=O)c2ccccc2C1=O | 1% | -7% | -1% | -0.6 | i | -7 | i | 0
CCOC(=O)c1cnc2c(C(=O)OCC)cnn2c1N | 0% | 0% | 10% | 2.2 | i | 4 | i | 13
Clc1cccc(Cl)c1NC1=NCCC1 | -1% | -10% | 5% | -0.2 | -16% | 8 | i | 13
CCOc1ccc(NC(=O)CC2NCCNC2=O)cc1 (centres undefined) | -2% | 0% | -1% | -1.0 | -2% | 0 | i | -17
CCN(CC)c1ccc(N/C(N)=N/c2nc(C(F)(F)F)cc(=O)[nH]2)cc1 | 1% | -1% | -9% | -0.4 | i | 1 | i | -6
CC(=O)Nc1sc(C)c(C)c1C(=O)OCC(=O)Nc1ccc(S(N)(=O)=O)cc1 | -8% | -3% | 1% | -1.7 | -22% | -8 | i | 12
Cc1ccc(-c2nnc(CSc3nnc(COc4cccc5ccccc45)n3-c3ccccc3)o2)cc1 | 0% | -4% | 5% | -0.6 | -33% | 12 | i | 10
Cc1nc(N2CCN(S(=O)(=O)c3ccc(F)cc3)CC2)c2c(C)c(C)sc2n1 | -4% | -1% | 7% | 0.7 | i | 12 | i | 12
CC(Oc1ccc2c(c1)oc(=O)c1ccccc12)C(=O)NCCN1CCOCC1 (centres undefined) | -3% | -1% | 2% | -0.8 | -4% | -2 | i | 1
CSc1ccc(C(=O)C2CCCN(C(=O)c3ccsc3)C2)cc1 (centres undefined) | -3% | -9% | 7% | -0.5 | -30%[inhibitor] | 2 | i | 10
Cc1ccc(NC(=O)C(=O)NCCOc2ccccc2Cl)cc1 | -1% | -2% | 0% | 0.6 | -11% | -6 | i | 11
CCc1c(O)nc(SCC(=O)Nc2ccccc2OC)[nH]c1=O | 0% | 12% | 6% | 2.6 | -5% | 20 | i | 9
CCOC(=O)C(=Cc1ccccc1OC)C(=O)OCC | -1% | -3% | 6% | -2.4 | -92%[inhibitor] | -8 | i | -21
Cc1ccc(OCCn2cc(/C=C(\C#N)C(=O)NCC3CCCO3)c3ccccc32)cc1C (centres undefined) | -1% | -7% | 2% | -0.4 | i | 4 | i | 41
Cc1ccc(S(=O)(=O)N(Cc2nccn2C)C(C)C)cc1 | -1% | -5% | 13% | -3.4 | -2% | -2 | i | -22
CCOc1ccc(S(=O)(=O)/N=C(/Nc2ccc(C(C)=O)cc2)c2ccccc2)cc1 | -1% | -10% | 2% | 0.9 | -55%[inhibitor] | -8 | i | -13
O=C1CC(c2ccccc2)NN1 (centres undefined) | -9% | 6% | -9% | -3.8 | -1% | -39 | i | 14
c1ccc2c(c1)ncn2CCN1CCCCC1 | 0% | -5% | -3% | -0.9 | -4%[57.5 µM] | 1 | i | -15
COCCNc1nc(-c2cc(F)ccc2C)c2sc(-c3ccccc3)cc2n1 | · | ? | 4% | 0.7 | i | -1 | i | -15
CCOC(=O)C1=C(C)Nc2nc(SCC(=O)OC)nn2C1c1cc(F)cc(F)c1 (centres undefined) | -1% | 3%&1% | -8%&-20% | -0.3&0.0 | -93%[inhibitor] | -9&-7 | i | 0&19
Cc1c(Cl)c([N+](=O)[O-])nn1CC(=O)N1CCCC1 | 0% | 3% | 10% | -0.6 | i | 0 | i | -4
CCOC(=O)C1CCCCN1Cc1ccc(OC)c(OC)c1 (centres undefined) | -1% | -7% | -1% | 2.5 | -44%[inhibitor] | -10 | i | 1
O=C(c1ccc(N2CCOCC2)cc1)N1CCCC(Nc2ccccc2)C1 (centres undefined) | 2% | 4% | -3% | -1.2 | i | -2 | i | 1
CCS(=O)(=O)N1CCC(NC(=O)C(Cc2ccc(OC)c(OC)c2)NC(C)=O)CC1 (centres undefined) | -2% | 2% | 2% | -0.5 | -10% | 3 | i | 43
COc1cc(NC(=O)COC(=O)Cc2ccsc2)cc(OC)c1 | -2% | -1% | 5% | 0.2 | -16% | -6 | i | 2
CC(C)N(CC(N)=O)c1ccc(S(=O)(=O)N2CCCC2)cn1 | -1% | -2% | 5% | 0.2 | i | 3 | i | 0
CCOC(=O)C1Nc2ccc(C(F)(F)F)cc2C2c3ccccc3CC12 (centres undefined) | · | 5% | 2% | -1.7 | -93%[inhibitor] | 0 | i | -24
Cc1ccc(S(=O)(=O)N2CCCOC2CNC(=O)C(=O)NCc2ccccc2C)cc1 (centres undefined) | -1% | 14% | 2% | 3.6 | -6% | 1 | i | -13
O=C(CSc1nnc(C2CCCCC2)n1-c1ccccc1)NCc1ccco1 | 0% | 1% | 12% | 0.1 | i | 4 | i | -9
COc1ccc(NC(=O)Cn2c(CCC(=O)O)ccc2-c2ccccc2)cc1 | -2% | 3% | 3% | 1.6 | -17% | -13 | i | -8
Cc1nccn1Cc1cccc2ccccc12 | 1% | 6% | -4% | 0.2 | i | 5 | i | 17
O=C(CSc1nc(-c2ccco2)cc(C(F)(F)F)n1)NC1CCCCCCC1 | · | 6% | -6% | -2.7 | -3%[57.5 µM] | 5 | i | 2
CC1CCC2(CC1)NC(=O)N(CC(=O)NC(=O)NC1CCCC1)C2=O (centres undefined) | 4% | 5% | 4% | -6.2 | i | 14 | i | 3
